TDP2 inh = TDP2 (human) inhibition, absorbance primary screen. recombinant TDP2, T5PNP hydrolysis, p-nitrophenol absorbance 415 nm. 370,000 compounds, 0.34% hits. AID 720702. inhibition, % at 12.8 µM;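 active = inhibition above the mean of all tested compounds plus 3 SD, set per campaign, cut at about 25% in these data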;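 note: 0% = DMSO with enzyme and 100% = buffer with substrate but no TDP2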
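test system = human TDP2 enzyme | input = TDP2 enzyme at 120 nM final | medium = 50 mM Tris-HCl pH 7.5 with Mg2+, KCl, DTT, BSA | also added = T5PNP substrate, 5 mM | times = 2 h at 37 °C | technique = epi absorbance | benchmarks = high control without enzyme, low control DMSO plus TDP2 | replication = each compound tested once, singlicate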
ADAM17 inh = inhibits human ADAM17; 370,000 compounds, 0.83% hits; recombinant ADAM17, EDANS/DABCYL FRET peptide cleavage; P78536; inhibition, % at 6.95 µM;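 active = inhibition above the mean of compounds lying between control limits plus 3 SD, set per campaign, cut at about 8.5% in these data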;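 note: 0% = DMSO-only wells as the low control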
Target sequence (P78536 215-824 limits assumed): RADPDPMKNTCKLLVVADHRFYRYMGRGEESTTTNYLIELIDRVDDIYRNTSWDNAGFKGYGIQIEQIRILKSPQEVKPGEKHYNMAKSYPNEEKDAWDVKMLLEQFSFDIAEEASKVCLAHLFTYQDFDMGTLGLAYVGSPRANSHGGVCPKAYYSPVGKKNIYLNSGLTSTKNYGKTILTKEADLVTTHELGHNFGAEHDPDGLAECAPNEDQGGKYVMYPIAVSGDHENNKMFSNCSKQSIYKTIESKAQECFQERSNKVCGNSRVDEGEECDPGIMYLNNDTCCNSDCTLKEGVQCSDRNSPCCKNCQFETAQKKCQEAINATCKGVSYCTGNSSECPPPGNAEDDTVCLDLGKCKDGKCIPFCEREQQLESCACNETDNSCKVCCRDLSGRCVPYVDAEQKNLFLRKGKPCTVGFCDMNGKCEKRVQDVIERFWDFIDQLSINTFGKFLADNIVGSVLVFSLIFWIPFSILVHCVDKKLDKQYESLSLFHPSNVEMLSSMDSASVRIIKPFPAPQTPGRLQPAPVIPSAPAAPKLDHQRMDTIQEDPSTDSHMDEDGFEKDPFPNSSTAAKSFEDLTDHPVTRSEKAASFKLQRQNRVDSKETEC
Tn7 DDE FP = inhibitors of Tn7 peptide binding to human fibrin DD(E); P02675; 370,000 compounds, 0.13% hits; inhibition, % at 8.3 µM; FP displacement of FITC-Tn7 peptide from fibrin DD(E); 0% = median of compound wells per plate;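 active = inhibition above the mean of compounds falling within the control limits plus 3 SD of them, cut at about 14% in these data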;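 note: 0% = plate median of compound wells and 100% = 10 µM Aha-Tn7 peptide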
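Assay system: Fibrin-DD(E) protein isolated from polymerized human fibrin clots; read-out basis: percent inhibition; medium: Tris/NaCl/CaCl2 buffer, pH 7.8; signal: FP measurement; incubation: 10 min plus 3 h, room temperature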
ARFGAP1 inh = inhibitors of rat ARFGAP1 | Q62848 | Arfgap1-stimulated ARF1 GTP hydrolysis, GDP FP detection | inhibition, % at 16.5 µM | 360,000 compounds, 0.26% hits;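 active = inhibition above a per-plate limit, mean inhibition of low control wells plus 3 SD, cut at about 25% in these data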;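 note: 0% = DMSO wells with enzyme and 100% = wells lacking Arfgap1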
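material = rat Arfgap1 catalytic domain, aa 1-136 | also added = human ARF1(Δ1-17)-GTP substrate | compound dosing = one concentration, 16.5 µM, DMSO 1.26% | times = GTP hydrolysis reaction 2 h at 25 °C | measured by = FP, GDP Alexa 633 tracer displaced from anti-GDP antibody, 620/688 nm | evaluation = percent inhibition of Arfgap1-stimulated GTP hydrolysis | replication = single well per compound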
ADAM10 inh = ADAM10 inhibition, QFRET primary screen | 370,000 compounds, 0.62% hits | inhibition, % at 7 µM | recombinant ADAM10, EDANS/DABCYL FRET peptide cleavage, 3 h;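 active = inhibition above a per-campaign cutoff equal to the mean of compounds falling between control-based bounds plus 3 SD, cut at about 20% in these data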;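 note: 0% = DMSO wells while the 100% control is not disclosed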
ASAP1 GAP inh = inhibitors of human ASAP1 ArfGAP activity; Q9ULH1; ASAP1-stimulated ARF1 GTP hydrolysis, GDP FP detection; inhibition, % at 16.5 µM; 360,000 compounds, 0.19% hits; AID 624377; in the data active = inhibition above about 25%;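 note: 0% = vehicle with enzyme and substrate and 100% = no enzyme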
Target sequence (Q9ULH1 325-724 limits assumed): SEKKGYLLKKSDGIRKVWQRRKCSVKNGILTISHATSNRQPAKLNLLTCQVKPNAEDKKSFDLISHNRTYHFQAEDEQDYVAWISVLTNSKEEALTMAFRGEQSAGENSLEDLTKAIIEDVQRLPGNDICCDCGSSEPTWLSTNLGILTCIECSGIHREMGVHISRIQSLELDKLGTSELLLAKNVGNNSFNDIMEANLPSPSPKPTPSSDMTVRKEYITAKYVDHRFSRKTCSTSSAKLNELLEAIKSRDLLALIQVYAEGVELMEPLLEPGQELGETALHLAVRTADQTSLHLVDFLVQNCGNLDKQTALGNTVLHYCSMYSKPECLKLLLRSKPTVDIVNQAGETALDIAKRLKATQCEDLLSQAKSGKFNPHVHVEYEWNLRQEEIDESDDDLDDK
PLCb3 inh = PLC-beta3 (human) inhibition, primary screen; Purified PLC-beta3, fluorogenic substrate, fluorescence; inhibition, % at 12.2 µM; 370,000 compounds, 0.18% hits; in the data active = inhibition above about 11%;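 note: 0% = median of compound wells on plate and 100% = full blocker control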
DDE Tn6 FP inh = DD(E)-Tn6 binding inhibition, primary FP screen. P02675. Fibrin DD(E) TRITC-Tn6 fluorescence polarization displacement. inhibition, % at 8.3 µM. 370,000 compounds, 0.21% hits. AID 720509;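 active = inhibition above a per-campaign cutoff: mean of compounds within control limits plus 3 SD, cut at about 15% in these data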;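 note: 0% = median of all compound wells on the plate and 100% = blocking peptide control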
PLC-gamma1 inh = PLC-gamma1 (human) inhibition, primary screen | P19174 | purified PLC-gamma1, fluorogenic substrate, fluorescence | inhibition, % at 12.2 µM | 370,000 compounds, 0.84% hits | AID 720700; in the data active = inhibition above about 9.5%
SIAE primary = blocks human sialic acid acetylesterase | Q9HAT2 | SIAE FP-Rh probe binding, fluorescence polarization | inhibition, % at 9.66 µM | 370,000 compounds, 0.69% hits;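 active = inhibition above a cutoff: mean of compounds within the control limits plus 3 SD of those, cut at about 17% in these data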;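 note: 0% = plate median of compound wells and 100% = probe without SIAE protein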
Active calls of the source: *; i = inactive.

TDP2 inh	ADAM17 inh	Tn7 DDE FP	ARFGAP1 inh	ADAM10 inh	ASAP1 GAP inh	PLCb3 inh	DDE Tn6 FP inh	PLC-gamma1 inh	SIAE primary	mol
5	-4	-1	-21	4	-23	-5	6	-3	-3	N/C(=N\OC(=O)Cc1ccc(-c2ccccc2)cc1)c1cccnc1
6	-1	3	-6	-17	1	-1	-12	5	3	Cc1ccc(CNc2nc(NC(C)C)nc3ccsc23)c(C)c1
6	1	-6	-4	8	7	0	-5	-2	7	CCOC(=O)N1CCN(c2nc(-c3ccc(F)cc3)cs2)CC1
2	-2	-1	9	-5	-1	3	0	1	-2	Cc1ccc(-c2cc([C@H]3[C@H]4C=CC[C@@H](C)[C@@H]4C(=O)N3Cc3ccccc3)ccc2F)cc1
-2	5	-5	0	9	1	4	0	3	2	O=c1c2ccccc2n2c(-c3ccc(C(F)(F)F)cc3)nnc2n1Cc1ccccc1
3	0	-3	-10	0	-4	1	0	-2	-6	Cc1ccc(-c2nnc(-c3ccncc3)n2-c2ccc(C)cc2)cc1
8	-5	-8	-3	4	4	2	-7	2	0	O=C(OCC(=O)N(C1CCCCC1)C1CCCCC1)c1cnccn1
11	-4	4	-7	-20	-8	-3	4	-4	2	O=C(CNC(=O)c1cccc(F)c1)OCc1cc(=O)n2cc(Br)ccc2n1
-8	-7	2	13	-14	0	-44	-2	-27	8	O=C1C=C(c2cc3ccccc3s2)CCC1
9	-6	3	-11	-12	9	-5	6	-1	-1	COc1cccc(CC(NC(C)=O)C(=O)NC2CCN(C(=O)C3CC3)CC2)c1OC (configuration not stated)
-4	0	3	-4	-3	-2	2	-7	-1	5	O=C(NCCOc1ccccc1)C1CCN(C(=O)Nc2ccccc2)CC1
5	-1	0	-7	0	11	0	-3	-1	-5	Cc1ccc(CNC(=O)COC(=O)[C@@H]2CC(O)CN2S(=O)(=O)c2ccc3c(c2)OCCO3)cc1 (some centres not stated)
-23	5	-9	5	2	-1	4	-2	6	-3	Cn1cccc1/C=C(/C#N)C(N)=S
-3	-1	6	-3	-1	8	0	-7	1	4	CCCCC(=O)N1C/C=C\C(c2ccc(OC)cc2)N(Cc2ccc(F)cc2)C(=O)C1 (configuration not stated)
-2	-6	-4	-1	-8	-12	-1	-3	-1	-5	COc1ccc(-c2noc(CCC(=O)Nc3cccc(C(=O)NC4CC4)c3)n2)cc1OC
-4	-1	2	-6	-3	-11	2	2	-1	0	Cn1c(=O)c2c(nc(SCC(=O)OCc3ccccc3)n2C)n(C)c1=O
3	-3	-13	7	-1	6	0	1	-2	-2	CN(C[C@H](Cc1ccccc1)N(C[C@H](Cc1ccccc1)N(CCC(C)(C)C)N=O)N=O)N=O
0	-2	-1	-4	-9	1	0	-1	0	-4	O=C(NCC(c1cccs1)N1CCOCC1)c1ccco1 (configuration not stated)
2	-2	-3	-9	-5	5	-16	-7	-13	-30	COc1c(F)c(F)c(C(=O)Nc2ccc(NC(=O)c3ccco3)cc2)c(F)c1F
-8	0	-5	17	-3	-13	2	1	-2	3	COc1cc(NCCCn2cnc3c(OCc4ccccc4)ncnc32)cc(OC)c1OC

Next part (2 carried over from the part before).
TDP2 inh	ADAM17 inh	Tn7 DDE FP	ARFGAP1 inh	ADAM10 inh	ASAP1 GAP inh	PLCb3 inh	DDE Tn6 FP inh	PLC-gamma1 inh	SIAE primary	mol
2	-2	-3	-9	-5	5	-16	-7	-13	-30	COc1c(F)c(F)c(C(=O)Nc2ccc(NC(=O)c3ccco3)cc2)c(F)c1F
-8	0	-5	17	-3	-13	2	1	-2	3	COc1cc(NCCCn2cnc3c(OCc4ccccc4)ncnc32)cc(OC)c1OC
8	-2	-5	-1	-6	-19	-4	-1	5	3	COC(=O)c1ccc(CSc2nc3sc(C)c(C)c3c(=O)[nH]2)cc1
0	-2	0	4	-3	13	-6	-2	-1	4	COC(=O)c1c(N2C(=O)CC(Sc3ncccc3C(=O)O)C2=O)sc(C)c1C (configuration not stated)
50*	-11	-6	-3	-20	-1	-33	-2	-12	5	O=S(=O)(Nc1ccc(O)c2ccccc12)c1cccs1
-3	-1	1	-2	-10	1	-2	4	2	3	Cc1cccc(CC(=O)OCn2nnc3ccccc3c2=O)c1
-4	-102	2	-8	-270	-10	-186	0	-126	1	NS(=O)(=O)c1ccc2nc(-c3ccccc3)c(-c3ccccc3)nc2c1
1	-3	9	4	-7	13	-4	-6	4	7	O=C(c1ccc(S(=O)(=O)NCc2ccco2)cc1)N1CCN(c2ccc(F)cc2)CC1
-10	-82	6	6	-253	-1	-155	3	-113	-5	O=C(NCCc1ccccc1)c1ccc2[nH]c(=O)c(=O)[nH]c2c1
-14	-1	-7	8	2	10	-2	-2	3	-2	OC(COc1ccc(F)cc1)CN1CCN(CC(O)COc2ccc(F)cc2)CC1 (configuration not stated)
-4	0	-5	10	10	-4	-8	4	-4	-6	CCOC(=O)CSc1nc(COc2ccccc2)nc2ccccc12
-1	2	-8	0	1	-4	1	-2	-3	-2	CCN(CC)S(=O)(=O)c1ccc(-c2nnc(SCC(N)=O)n2CC)cc1
3	-1	-3	-8	0	-6	-4	-1	-2	-3	CCOC(=O)c1c(NC(=O)CN2CCCc3ccccc32)sc(C)c1C
6	-2	-4	17	3	-1	5	-6	2	14	Cc1ccc(CNC(=O)Cn2cncn2)cc1
1	-1	9	-4	3	-5	1	0	2	-6	Cc1sc2nc(SCC(=O)NCc3ccco3)n(Cc3ccccc3)c(=O)c2c1C
-7	0	2	-5	3	0	3	7	4	4	O=C(COc1ccccc1[N+](=O)[O-])N/N=C/c1ccc(OC(=O)c2ccco2)cc1
1	2	0	-1	1	6	1	-7	5	4	CS(=O)(=O)N(Cc1ccccc1)c1ccccn1
-8	-3	13	2	6	-4	-5	-1	-1	-8	O=C(CNC(=O)c1cccs1)NCC(=O)OCC(=O)c1ccccc1
5	4	-5	-6	15	-1	-2	-5	3	5	COC(=O)Oc1ccc(/C=N/NC(=O)CSCc2ccc(Cl)cc2)cc1OC
-11	-3	0	-7	5	-3	2	3	8	4	Cc1nc(C(F)(F)F)ccc1C(=O)N1CCCCC1
-2	2	13	-7	-1	1	-2	3	0	-11	CCCCN1CC(COCc2ccccc2)Oc2cccc(OCc3ccc(OC)cc3)c2S1(=O)=O (configuration not stated)
15	-3	3	-4	0	-3	4	-6	2	-1	COCCCNCCCCOc1cccc(Br)c1
-9	4	6	-6	2	1	2	1	2	9	O=C(c1ccco1)N1CCN(CCOCCOc2cccc3ccccc23)CC1
-3	2	-1	12	-1	6	3	-4	4	7	O=C(CSc1nnc(-c2ccco2)n1Cc1ccccc1)c1ccccc1
-1	-5	-10	4	-6	9	1	-6	-2	5	CCOc1ccc(N(C(C)=O)c2nc(C)cc(C)c2C#N)cc1
-12	-66	-7	-2	-224	-2	i	2	i	-5	COc1ccc(OC)c(/C=C/C(=O)OCC(=O)Nc2cccc(C(C)=O)c2)c1
-13	-2	3	5	0	-9	-7	-7	2	2	CCOC(=O)c1c(CSC(=N)N)n(-c2ccccc2)c2cc(Br)c(OC(C)=O)cc12
4	-5	6	0	-5	3	-4	5	-4	-1	CC(=O)Nc1ccc(S(=O)(=O)NCC(=O)NCCc2ccc(S(N)(=O)=O)cc2)cc1
3	-1	-9	0	-1	-3	2	1	-1	1	O=C(COC(=O)c1cccnc1Cl)NCCC1=CCCCC1
9	-241	4	3	i	-6	-365	1	-261	9	Cc1ccc(C2Nc3ccccc3C(=O)N2CCCN2CCOCC2)cc1 (configuration not stated)
2	-6	-1	5	-11	26*	-3	-5	0	-13	COC(=O)c1ccc(C(=O)OCc2nc3cc4ccccc4cc3[nH]2)cc1
-3	1	0	1	7	-9	4	1	2	-1	COc1cccc(-c2nc(CSCC(=O)N3CCc4ccccc43)c(C)o2)c1
1	-16	-3	-8	-45	-6	-3	7	-1	-5	COc1ccc(-c2ccnc(SCC(=O)N3CCOCC3)n2)cc1
-3	-10	3	15	0	-6	0	-5	11*	-8	O=C(NCCc1ccc(Cl)cc1Cl)c1cncc(Br)c1
-11	-3	-6	5	-11	5	-4	3	4	-4	O=C(NC1CCCCC1)C1CCC(CNS(=O)(=O)c2ccccc2)CC1 (configuration not stated)
-9	-2	-4	-11	0	1	-1	5	-1	0	C[C@H](CO)N1C[C@H](C)[C@@H](CN(C)S(=O)(=O)c2cccs2)Oc2ccc(NC(=O)NC3CCCCC3)cc2C1=O
-4	3	-3	9	2	-6	-3	-5	3	6	CCOc1cc(/C=N/NC(=O)C(C)Sc2ccccc2)ccc1O (configuration not stated)

Some of these compounds in order of their number in ADAM17 inh, falling.
SMILES,TDP2 inh,ADAM17 inh,Tn7 DDE FP,ARFGAP1 inh,ADAM10 inh,ASAP1 GAP inh,PLCb3 inh,DDE Tn6 FP inh,PLC-gamma1 inh,SIAE primary
O=C(CSc1nnc(-c2ccco2)n1Cc1ccccc1)c1ccccc1,-3,2,-1,12,-1,6,3,-4,4,7
CCOC(=O)c1c(CSC(=N)N)n(-c2ccccc2)c2cc(Br)c(OC(C)=O)cc12,-13,-2,3,5,0,-9,-7,-7,2,2
COC(=O)c1ccc(C(=O)OCc2nc3cc4ccccc4cc3[nH]2)cc1,2,-6,-1,5,-11,26*,-3,-5,0,-13

Rows are unselected. About 3.6% of those tested had a hit in this group.
